LmPK inh: qHTS Assay for Inhibitors of Leishmania Mexicana Pyruvate Kinase (LmPK); Potency, µM (highest dose often 57.5 µM), for inactives: at the highest dose activity change, negative = inhibition, most hits filed as inhibitors; purified LmPK, Kinase-Glo ATP luminescence, 1 h; AID 1721, 2009; hit rate 0.37% among 290,000; Q27686
Target sequence (Q27686 whole entry, looked up): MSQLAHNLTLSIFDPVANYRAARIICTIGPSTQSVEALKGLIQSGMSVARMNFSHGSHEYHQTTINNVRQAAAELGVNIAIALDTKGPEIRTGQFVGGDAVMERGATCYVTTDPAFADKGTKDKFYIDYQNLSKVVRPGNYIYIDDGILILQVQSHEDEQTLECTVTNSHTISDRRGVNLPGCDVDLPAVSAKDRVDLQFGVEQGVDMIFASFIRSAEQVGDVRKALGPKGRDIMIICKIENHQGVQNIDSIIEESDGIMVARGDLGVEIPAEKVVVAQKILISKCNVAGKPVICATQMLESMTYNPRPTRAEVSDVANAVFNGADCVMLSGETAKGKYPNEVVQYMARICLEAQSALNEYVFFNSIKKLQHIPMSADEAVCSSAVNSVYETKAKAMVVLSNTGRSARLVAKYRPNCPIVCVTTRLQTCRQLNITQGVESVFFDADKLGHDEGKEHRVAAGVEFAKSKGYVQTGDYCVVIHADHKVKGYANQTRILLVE
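Screened at intermediate enzyme activity to detect both inhibitors and activators: LmPK at 0.1 nM, with a 0.5 nM enzyme column as activation reference. PEP 0.5 mM, ADP 0.1 mM; ATP detected by luminescence after 1 h.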
Pf growth 96h: Primary qHTS for delayed death inhibitors of the malarial parasite plastid, 96 hour incubation | Potency, µM (top dose mostly 28.7 µM), for inactives: top-dose activity change, negative = inhibition, most hits filed as inhibitors | P. falciparum luciferase reporter growth, 96 h | hit rate 6.9% among 320,000
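Erythrocytes infected with luciferase-expressing P. falciparum were dispensed at 2% hematocrit and 0.05% parasitemia (final), then incubated with compounds 96 hours at 37 C in 5% CO2. Luminescence after detection reagent addition reported growth.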
Pf growth 48h: Primary qHTS for delayed death inhibitors of the malarial parasite plastid, 48 hour incubation. P. falciparum luciferase growth in erythrocytes, 48 h. Potency, µM (top dose mostly 28.7 µM), for the others: at the top dose activity change, negative = inhibition, hits mostly inhibitors. hit rate 5.9% among 310,000
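Parasite viability was followed by luminescence of a genomically integrated firefly luciferase. Cultures held 0.1% parasitemia at 2% hematocrit (final), incubated under 5% CO2 at 37 C.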
HCV inh: qHTS Assay for Inhibitors of Hepatitis C Virus (HCV); Huh7.5.1 HCVcc-Cre infection, luciferase reporter, 44 h; Potency, µM (highest dose often 41.8 µM), without a hit: top-dose activity change, negative = inhibition, actives largely listed as inhibitors; hit rate 3.4% among 340,000; AID 651820, 2012
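Luciferase read-out (15 sec integration) after a 15 min room-temperature substrate step quantifies HCVcc-Cre infection. Cells, 1,000 per well, had compound added 4 h post-plating, then virus at ~0.5 moi, and were cultured 44 h.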
TbPYK inhibitor: qHTS of Trypanosoma Brucei Inhibitors; pyruvate kinase (Trypanosoma brucei), Q57TT1; TbPYK enzyme, Kinase-Glo Plus ATP luminescence, 45 min; Potency, µM (highest dose often 76.8 µM), for the others: at the highest dose activity, negative = inhibition, actives largely listed as inhibitors; hit rate 0.12% among 410,000; also: nearly all actives have a fitted effect of over 50% in size
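In this concentration-response screen, enzyme-free wells defined baseline while DMSO plates tracked drift. Each reaction combined TbPYK, substrate, compound and 130 uM ADP for 45 min at room temperature. Kinase-Glo Plus luminescence gave the signal.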
Sm TGR inh: qHTS Assay for the Inhibitors of Schistosoma Mansoni Peroxiredoxins. Schistosoma mansoni thioredoxin glutathione reductase (TGR), Q962Y6. Potency, µM (series often up to 114 µM), without a hit: at the top dose activity change, negative = inhibition, most hits filed as inhibitors. purified TGR, DTNB reduction, TNB absorbance 405 nm. hit rate 3% among 360,000; also: nearly all actives have a fitted effect of over 60% in size
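Kinetic colorimetric format: TGR-catalysed, NADPH-driven DTNB reduction monitored via TNB absorbance. Enzyme dispensed at 20 nM; compound exposure 15 min at room temperature before reaction start.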
Starred values were filed as active, the others as inactive; u = inconclusive; x = not tested or not shown; & = joins results of further samples; [ ] = another dose, or the depositor's remark. Calls follow the shape of the dose curve; as a rule, active = well fitted curve in the direction sought with a large enough effect; inconclusive = small, poorly fitted or top-dose-only effect, or another doubt; inactive = no such curve, though single readings can be large; an effect the other way counts as inactive or inconclusive. % is scaled to controls: 0 for no effect and ±100 for the full control effect; potency is read from the fitted curve at half-maximal effect.

1	CC(=O)c1ccc(N2C(=NC(=O)C3CCCO3)SC3CS(=O)(=O)CC32)cc1 (configuration not stated)
2	CC(Sc1ccc(Cl)cc1)C(=O)NNC(=O)c1ccccc1O (configuration not stated)
3	O=C(Nc1cccc2ncccc12)c1ccc(Br)c([N+](=O)[O-])c1
4	Cc1nc(C)c(C(=O)OCC(=O)N(C)c2ccccc2)s1
5	CC(C)Cn1c(=O)c2c(c3ccccc31)OC(C)C(=O)N2 (configuration not stated)
6	O=C(CN1CCC(O)(c2ccc3c(c2)OCO3)CC1)NC1CCCCC1
7	Cc1ccc(NC(=O)CCC(=O)c2cc(C)sc2C)nc1
8	O=C1CC(NNC(=O)c2ccc(Br)cc2)C(=O)N1 (configuration not stated)

Assay by compound	1	2	3	4	5	6	7	8
LmPK inh	-4%	-1%	2%	x	8%	1%	x	5%
Pf growth 96h	2%	u	23%	18%	-15%	-25%	8%	-5%
Pf growth 48h	-2%	u	0%	7%	-25%	-1%	u	-7%
HCV inh	5%	u	13µM*	-12%	8%	13%	-12%	15%
TbPYK inhibitor	0%	2%	1%	-3%	4%	4%	-7%	-13%
Sm TGR inh	4%	-6%	3%	-9%	0%	4%[57.1 µM]	u	5%

9	CSc1ccccc1NC(=O)CN(C)C(=O)C1CC(=O)N(C(C)c2ccccc2)C1 (configuration not stated)
10	COCCCNC(=O)CN(c1cc(OC)ccc1OC)S(=O)(=O)c1ccccc1
11	O=C(CSc1nnnn1-c1ccc2c(c1)OCCO2)N1CCN(C(=O)c2ccco2)CC1
12	Cc1cccc(NC(=O)CSc2cc(C(=O)c3nccn3C)c3ccccc3n2)c1
13	NC(=O)c1ccc2c(c1)S(=O)(=O)c1ccccc1C2=O
14	O=C(CN1C(=O)NC2(CCCCCC2)C1=O)Nc1cccc(F)c1
15	COc1cccc(Cn2nnc(C(=O)NCc3ccccc3Cl)c2N)c1
16	CC1(C)C2([N+](=O)[O-])CN3CC1([N+](=O)[O-])CN(C2)C3c1ccc(O)c(O)c1 (configuration not stated)

Assay by compound	9	10	11	12	13	14	15	16
LmPK inh	x	-25%	2%	3%	-4%	x	11%	-2%
Pf growth 96h	-45%	4%	3%	15%	10%	9%	34%[activator]	-4%
Pf growth 48h	u	u	-25%	-2%	-3%	u	x	-2%
HCV inh	-4%	0%	12%	8%	14%	-9%	-18%	8%
TbPYK inhibitor	-19%	0%	2%	-4%	-10%	2%	-7%	-8%
Sm TGR inh	-10%	3%	-3%	4%	-13%	-1%	9%	u

17	c1cc2c3c(cccc3c1)C(N1CCOCC1)=N2
18	CN1C(=O)C(=Cc2ccccc2OS(=O)(=O)c2ccccc2)C(=O)N(C)C1=O
19	O=C(Nc1ccc2c(c1)OCO2)N1CCN(Cc2ccco2)CC1
20	CC(NC(=O)c1ccccc1F)c1nnc(SCC(=O)Nc2nnc(C3CC3)s2)n1C (configuration not stated)
21	N#CCCCN1C(=O)C(O)(CC(=O)c2ccc3c(c2)OCCO3)c2ccccc21 (configuration not stated)
22	O=C(COc1ccc(Br)cc1)N1CCCCCC1
23	Cc1ccc2[nH]c(CNC(=O)C3CCCCC3)cc2c1
24	CCCCCCC(=O)N/N=C/c1ccc(Br)cc1

Assay by compound	17	18	19	20	21	22	23	24
LmPK inh	1%	4%	-7%	x	-3%	8%	-5%	1%
Pf growth 96h	13%	0%	4%	4%	x	82%[activator]	22%	10%
Pf growth 48h	32%[activator]	u	u	1%	u	x	-8%	-10%
HCV inh	-7%	-11%	-7%	1%[8.37 µM]	-7%	-3%	-10%	-10%
TbPYK inhibitor	-1%	u	-1%	3%	-6%	8%	-10%	-12%
Sm TGR inh	6%	u	-24%	-2%	2%	3%	-18%	-4%

25	O=C1C(Cl)=C(NS(=O)(=O)c2ccc([N+](=O)[O-])cc2)C(=O)c2ccccc21
26	O=C(N/N=C/c1ccc[nH]1)c1ccccc1OCc1ccccc1Cl
27	O=C(Nc1nnc(-c2cc(Cl)ccc2Cl)o1)C1=COCCO1
28	O=C(CC1Sc2ccccc2NC1=O)NCc1ccccc1 (configuration not stated)
29	O=C(NNC(=O)c1cc2ccccc2cc1O)c1cccs1
30	CCN(C(=O)c1ccc(NC(=O)c2ccco2)cc1)c1ccccc1
31	Cc1ccc(SCc2nn(C)c(Cl)c2C=O)cc1
32	COc1ccccc1N1C(=N)S/C(=C\c2ccc(-c3ccccc3C(=O)O)o2)C1=O

Assay by compound	25	26	27	28	29	30	31	32
LmPK inh	-16%	3%	x	5%	0%	-7%	-3%	6%
Pf growth 96h	5.2µM*	u	5%	4%	-19%	9.3µM*	-4%	1%
Pf growth 48h	u	-17%	8%	u	x	u	66%[activator]	-6%
HCV inh	u	-25%	u	11%	-2%	9%	-17%	13%
TbPYK inhibitor	-22%	-4%	0%	0%	-8%	-11%	0%	-21%
Sm TGR inh	0.89µM*	-10%	2%	5%	-1%	-1%	3%	20µM*

33	N#Cc1ccc(-c2ccc(F)cc2)nc1Oc1ccc(Cl)c(Cl)c1
34	CC1(C)C(=O)Nc2ccccc2N1C(=O)COC(=O)CSc1ccc(F)cc1
35	Cc1cccc(C2Nc3ccccc3C(=O)N2c2ccccc2)n1 (configuration not stated)
36	CCOC(=O)c1c(NC(=O)C[n+]2ccc(Cc3ccccc3)cc2)sc(C)c1C
37	CCOC(=O)C1NN=C(C(=O)c2ccccc2)C1c1ccccc1 (configuration not stated)
38	Cc1c(NC(=O)CSc2nnc(-c3ccco3)n2-c2ccccc2)c(=O)n(-c2ccccc2)n1C
39	COc1ccc(N2CCN(S(=O)(=O)CCNC(=O)COc3cccc(OC)c3)CC2)cc1
40	O=C(CSc1nc(-c2ccccc2Cl)ns1)NCc1ccc2c(c1)OCO2

Assay by compound	33	34	35	36	37	38	39	40
LmPK inh	11%	x	0%	4%	-2%	3%	3%	1%
Pf growth 96h	84%[activator]	10%	x	0%	u	u	u	23%
Pf growth 48h	29%	-12%	6%	u	u	u	-9%	5%
HCV inh	-25%	14%	-7%	1.3µM*	3%	-8%	-12%	-8%
TbPYK inhibitor	-5%	-12%	-3%	6%	-4%	-13%	-2%&-5%	4%
Sm TGR inh	-24%	-6%	8%	-21%	-9%	-19%	-5%&0%	6%

41	NS(=O)(=O)c1ccc(NC(=O)NC2CC(=O)N(c3ccc4c(c3)OCCO4)C2)cc1 (configuration not stated)
42	Brc1ccc(C2=Nn3c(Cn4nnc5ccccc54)nnc3SC2)cc1
43	CCCCCC/C=N/Nc1nnc(Cc2ccc(OC)c(OC)c2)c(=O)[nH]1
44	Cc1cccc(OCC(=O)N(Cc2ccc(F)cc2)C2CCS(=O)(=O)C2)c1C (configuration not stated)
45	CCOC(=O)C(C)Oc1ccc2c(C)cc(=O)oc2c1C(C)=O (configuration not stated)
46	Cc1c(/C=N/Nc2ccc(C(=O)O)cc2)c2ccccc2n1C
47	C=C(C)c1cccc(C(C)(C)NC(=O)N2CCN(c3ccccc3OC)CC2)c1
48	CC(C)Cn1c(N)c(C(=O)COC(=O)c2cccc(F)c2)c(=O)n(C)c1=O

Assay by compound	41	42	43	44	45	46	47	48
LmPK inh	x	2%	-2%	7%	-1%	-3%	3%	7%
Pf growth 96h	-12%	u	31%[activator]	-24%	u	123%[activator]	u	-1%
Pf growth 48h	35%[activator]	u	16%	7%	7%	173%[activator]	u	-6%
HCV inh	-5%	7%	-3%	15%	8%	15%	u	u
TbPYK inhibitor	-6%	-21%	-3%	0%	-2%	-4%	3%	-5%
Sm TGR inh	1%	1%	67%[activator]	-11%	-9%	-31%	0%	2%

49	COc1ccc(C(=O)OCC(=O)NC(=O)NC2CCCC2)cc1OC
50	Cc1ccc2cccc(Oc3ncnc4scc(-c5ccccc5)c34)c2n1
51	CC(=O)Oc1cc(C(C)C)c(OCCN(C)C)cc1C
52	CCC(=O)N1CCc2cc(S(=O)(=O)CCC(=O)NCc3ccc4c(c3)OCO4)ccc21
53	Cc1cc2c(=O)n(CC(=O)N3CCN(c4ccccc4)CC3)cnc2s1
54	CCn1cc(C(=O)O)c(=O)c2cc(F)c(N3CCN(C(=S)NC(=O)c4ccccc4C)CC3)cc21
55	Cc1ccc(CNC(=O)CCn2ccc3cc(S(=O)(=O)N4CCCC4)ccc32)cc1
56	COc1ccc(COC(=O)Oc2ccc(CNC(C)=O)cc2OC)c([N+](=O)[O-])c1
57	COc1ccc(-c2cc(C(F)(F)F)nc(NCc3ccco3)n2)cc1OC
58	O=C(/C=C/c1ccc(S(=O)(=O)N2CCOCC2)cc1)N(CCO)Cc1ccccc1

Assay by compound	49	50	51	52	53	54	55	56	57	58
LmPK inh	x	2%	0%	6%	6%	-4%	6%	x	-2%	8%
Pf growth 96h	-1%	u	18%	367%[activator]	69%[activator]	u	3%	2%	0%	-28%
Pf growth 48h	7%	10µM*	29%	2%	7%	u	u	-10%	u	-24%
HCV inh	-3%	u	u	7%	4%	5%	u	8%	u	-5%
TbPYK inhibitor	1%	-5%	0%	-11%	2%	-10%	-9%&-2%	9%	17%	0%
Sm TGR inh	3%	7%	3%	-7%	-13%	-3%	6%&0%	6%	7%	-10%

Structures from the list above that contain fluorine (eight):
14	O=C(CN1C(=O)NC2(CCCCCC2)C1=O)Nc1cccc(F)c1
20	CC(NC(=O)c1ccccc1F)c1nnc(SCC(=O)Nc2nnc(C3CC3)s2)n1C (configuration not stated)
33	N#Cc1ccc(-c2ccc(F)cc2)nc1Oc1ccc(Cl)c(Cl)c1
34	CC1(C)C(=O)Nc2ccccc2N1C(=O)COC(=O)CSc1ccc(F)cc1
44	Cc1cccc(OCC(=O)N(Cc2ccc(F)cc2)C2CCS(=O)(=O)C2)c1C (configuration not stated)
48	CC(C)Cn1c(N)c(C(=O)COC(=O)c2cccc(F)c2)c(=O)n(C)c1=O
54	CCn1cc(C(=O)O)c(=O)c2cc(F)c(N3CCN(C(=S)NC(=O)c4ccccc4C)CC3)cc21
57	COc1ccc(-c2cc(C(F)(F)F)nc(NCc3ccco3)n2)cc1OC

Assay by compound	14	20	33	34	44	48	54	57
LmPK inh	x	x	11%	x	7%	7%	-4%	-2%
Pf growth 96h	9%	4%	84%[activator]	10%	-24%	-1%	u	0%
Pf growth 48h	u	1%	29%	-12%	7%	-6%	u	u
HCV inh	-9%	1%[8.37 µM]	-25%	14%	15%	u	5%	u
TbPYK inhibitor	2%	3%	-5%	-12%	0%	-5%	-10%	17%
Sm TGR inh	-1%	-2%	-24%	-6%	-11%	2%	-3%	7%

Compounds as they come. About 16% of those tested had a hit in this group.
